TSG101-PTAP inh: blocks PTAP/TSG101 interaction to inhibit HIV-1 budding. Q99816. Fluorescence polarization, FITC-PTAP peptide / Tsg101 binding. Potency, µM (series often up to 115 µM), for inactives: at the highest dose activity change, negative = inhibition, actives largely listed as inhibitors. 340,000 tested, under 10 active. AID 493005; active means well fitted inhibition curve with a large enough effect in the main read-out, with a control signal flat, not every such curve was filed as active; inconclusive means small, poorly fitted or top-dose-only effect, or effect the other way, or a change in a side signal; inactive means no such curve, though single readings can be large or run the other way; further: potency means the concentration at half of the fitted maximal effect; % of control where 0% means no effect
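Compounds were pin-transferred onto Tsg101 binding domain (10 uM final) in HEPES pH 7.5 buffer, then FITC-PTAP peptide was added at 50 nM final. After 20 min at RT, polarization reported peptide displacement across a qHTS concentration series.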
ASM inhibitor: inhibitors of human secretory acid sphingomyelinase; placental ASM, HMU-PC fluorogenic substrate, 60 min; AID 504937; 340,000 compounds, 0.006% hits; Potency, µM (doses to about 57.5 µM), for inactives: at the top dose activity change, negative = inhibition, actives largely listed as inhibitors; P17405; further: potency means the concentration at half of the fitted maximal effect
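Steps: dispense placental human ASM, pin compound, wait 10 min at room temperature, add HMU-PC0 substrate at 9 uM final, incubate 60 min at 37 °C, add stop solution raising pH to 10, read fluorescence.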
Giardia kill: kills Giardia lamblia. Giardia lamblia trophozoite viability. activity change, % at 7.66 µM, hits read low. 340,000 compounds, 0.15% hits; in the data active means activity change below about -80%; inconclusive means between about -30% and that limit;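 further: parasites exposed to compound for two days anaerobically before the ATP read; on the % scale 0 is the no-effect control and ±100 the full control effect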
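Luminescent ATP signal served as the viability read-out, measured 15-30 min after adding ATP detection reagent to trophozoites that had been incubated with compounds for 48 hrs at 37 deg C anaerobically at 100 cells/well.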
Menin MLL FP TR: displaces Texas Red mutant MLL peptide from human menin | O00255 | Menin + Texas Red MLL mutant peptide, fluorescence polarization | Potency, µM (top dose mostly 61.6 µM), for the others: at the highest dose FP activity change, negative = inhibition, actives largely listed as inhibitors | 270,000 compounds, 0.23% hits | AID 1768; active means well fitted inhibition curve with a large enough effect in the polarisation, with a control signal flat, not every such curve was filed as active; inconclusive means small, poorly fitted or top-dose-only effect, or effect the other way, or a change in a side signal; inactive means no such curve, though single readings can be large or run the other way; the % refers to the polarisation; further: potency means the concentration at half of the fitted maximal effect; % of control where 0% means no effect; many of its hits are not listed in these tables
a7 integrin act: activates integrin-mediated alleviation for muscular dystrophy | 350,000 compounds, 0.064% hits | alpha7betagal myoblasts, beta-gal FDG fluorescence, 48 h | Potency, µM (top dose mostly 38.3 µM), for inactives: top-dose activation, actives largely listed as activators | AID 624291;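 further: potency means the concentration at half of the fitted maximal effect; 100% = response of the positive control SU9516; nearly all actives have a fitted effect of over 60% in size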
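Alpha7betagal+/- myoblasts (passage 13) were plated 16-24 hr, then exposed to compounds (1:260 dilution of DMSO stock) for 48 hours at 37C. After MPER lysis, β-galactosidase reporter activity was read as FDG fluorescence (ex 480/em 540) after 30 minutes.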
Coupling enz: coupling enzyme interference in Giardia aldolase counter-screen. coupling enzyme system counterscreen, AmpLite Red fluorescence. activity change, negative = inhibition, % at 58.2 µM, hits read low. 290,000 compounds, 0.67% hits; in the data active means activity change below about -30%; further: on the % scale 0 is the no-effect control and ±100 the full control effect
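Fluorescence at 525 nm excitation and 598 nm emission measured inhibition of the coupled detection system without aldolase. Compounds (at 57.5 uM final) were preincubated 10 min at room temperature with coupling enzyme reagent before a 20 min substrate/AmpLite Red step.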
PKM2 act: increases activity of human pyruvate kinase M2; 260,000 compounds, 0.34% hits; Potency, µM (titrated, usually from 57.5 µM), without a hit: at the top dose activation, most hits filed as activators; purified PKM2, Kinase-Glo ATP luminescence, activation; response scale: 0% is enzyme alone, no compound; further: potency means the concentration at half of the fitted maximal effect; on the % scale 0 is the no-effect control and ±100 the full control effect; nearly all actives have a fitted effect of over 55% in size
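Kinase-Glo luminescence reports ATP generated from ADP (0.1 mM) and PEP (0.5 mM) by purified hPK-M2 after 1 h at room temperature, pH 7.2 imidazole buffer; intermediate enzyme activity allows detecting inhibitors and activators.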
GALK inhibitor: blocks human galactokinase activity; 270,000 compounds, 0.007% hits; AID 1868; P51570; Purified GALK, Kinase-Glo residual ATP luminescence; Potency, µM (highest dose often 57.5 µM), without a hit: top-dose activity change, negative = inhibition, hits mostly inhibitors; further: potency means the concentration at half of the fitted maximal effect; on the % scale 0 is the no-effect control and ±100 the full control effect
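ATP-depletion format; final 35 uM ATP, 100 uM D-galactose, 5 nM enzyme; pH 8.0 HEPES/Mg2+ buffer; 60 min RT; luminescence read 10 min after detection reagent.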
Chronic BCR inh: blocks chronic active B-cell receptor signaling. ABC-DLBCL IkBa-CBG/CBR reporter, luminescence ratio, 4 h. Potency, µM (highest dose often 46.1 µM), without a hit: at the top dose ratio change, negative = lower green/red ratio, actives largely listed as inhibitors. 340,000 compounds, 0.05% hits; active means well fitted inhibition curve with a large enough effect in the signal ratio, with a control signal flat, not every such curve was filed as active; inconclusive means small, poorly fitted or top-dose-only effect, or effect the other way, or a change in a side signal; the % refers to the signal ratio;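 further: potency means the concentration at half of the fitted maximal effect; plate controls were basal doxycycline-induced cells for no effect and cells given 10 µM MG132 for full effect; MG132 reads +100%, hits lower the ratio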
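Compounds up to 46 uM were incubated four hours with TMD8 cells whose green CBG68 luciferase is fused to IkappaBalpha; red CBR luminescence normalised the signal, and concentration-effect curves were fitted to fusion, red and ratio data.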
B2AR arrestin: recruits beta-arrestin to the human beta2-adrenergic receptor; P07550; beta-arrestin recruitment to beta2AR, cell-based reporter; Potency, µM (top dose mostly 46.1 µM), inactives show at the highest dose activation, most hits filed as activators; 330,000 compounds, 0.02% hits; AID 492947;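 further: potency means the concentration at half of the fitted maximal effect; 0% = DMSO controls and full agonism = EC100 isoproterenol or metaproterenol; nearly all actives have a fitted effect of over 65% in size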
Target sequence (P07550 whole entry, looked up): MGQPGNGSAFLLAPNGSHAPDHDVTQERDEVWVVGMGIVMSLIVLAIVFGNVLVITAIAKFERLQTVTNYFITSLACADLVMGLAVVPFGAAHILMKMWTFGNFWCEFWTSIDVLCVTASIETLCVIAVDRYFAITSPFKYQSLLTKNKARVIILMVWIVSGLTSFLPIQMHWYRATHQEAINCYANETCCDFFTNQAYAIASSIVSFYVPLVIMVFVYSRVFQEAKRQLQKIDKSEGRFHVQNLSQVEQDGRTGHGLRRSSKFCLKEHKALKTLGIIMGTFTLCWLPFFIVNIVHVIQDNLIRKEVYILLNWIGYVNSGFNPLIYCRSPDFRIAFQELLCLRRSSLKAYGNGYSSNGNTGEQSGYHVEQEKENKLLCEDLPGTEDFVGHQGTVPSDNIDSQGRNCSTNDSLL
Tb PFK block: T. brucei PFK enzyme inhibition. O15648. T. brucei PFK, ADP-Glo luminescence. Potency, µM (doses to about 57.5 µM), for the others: top-dose activity, negative = inhibition, hits mostly inhibitors. 330,000 compounds, 0.17% hits. AID 485367;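 further: potency means the concentration at half of the fitted maximal effect; 0% = uninhibited 1x PFK enzyme wells and -100% = no-enzyme wells; nearly all actives have a fitted effect of over 60% in size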
Target sequence (O15648 whole entry, looked up): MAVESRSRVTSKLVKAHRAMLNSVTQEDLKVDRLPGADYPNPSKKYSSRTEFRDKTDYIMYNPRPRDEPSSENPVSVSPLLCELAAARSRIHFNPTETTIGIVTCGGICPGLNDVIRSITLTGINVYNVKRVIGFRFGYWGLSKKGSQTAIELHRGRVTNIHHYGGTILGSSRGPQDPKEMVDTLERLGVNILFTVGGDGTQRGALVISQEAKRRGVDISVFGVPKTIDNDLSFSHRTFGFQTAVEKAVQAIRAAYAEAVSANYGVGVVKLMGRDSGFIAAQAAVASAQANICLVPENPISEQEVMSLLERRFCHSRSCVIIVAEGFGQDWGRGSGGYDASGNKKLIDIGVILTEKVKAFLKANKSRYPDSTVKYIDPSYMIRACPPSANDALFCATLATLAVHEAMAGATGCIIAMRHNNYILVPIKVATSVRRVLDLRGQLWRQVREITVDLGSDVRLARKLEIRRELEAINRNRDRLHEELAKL
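ADP-Glo luminescence quantified ADP after 45 min at room temperature, with 1.25 nM T. brucei PFK, 0.1 mM ATP and 0.5 mM fructose-6-phosphate in pH 8.0 TEA buffer. qHTS titrations up to 57 µM; curves classified by quality.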
Numbers without * were called inactive; ? = inconclusive; · = no result given; & = joins results of further samples; [ ] = remark or other dose. Unless noted, the call rests on the fitted dose curve; in most records, active means well fitted curve in the direction sought with a large enough effect; inconclusive means small, poorly fitted or top-dose-only effect, or another doubt; inactive means no such curve, though single readings can be large; an effect the other way counts as inactive or inconclusive. Only part of the results is shown; the hit share may differ from the screen's.

No.	structure	Chronic BCR inh	Tb PFK block	GALK inhibitor	Menin MLL FP TR	Coupling enz	ASM inhibitor	B2AR arrestin	PKM2 act	TSG101-PTAP inh	a7 integrin act	Giardia kill
1	O=C(c1n[nH]c2ccccc12)N1CCN(S(=O)(=O)c2ccc(Cl)cc2)CC1	0%	0%	·	·	·	-3%	0.1%	·	0%	21%	15
2	Cc1cc(C)nc(N(C#N)Cc2ccccc2)n1	-2%	1%	0%	-13%	1	2%	-0.7%	-15%	-7%	5%	21
3	CNC(=O)c1sc2nc(-c3ccc(OC)cc3)cn2c1C	?	17%	1%	-7%	3	-2%	0.1%	-3%	-5%	5%	-4
4	COc1ccc(C2/C(=C(/O)c3ccc(C)cc3)C(=O)C(=O)N2c2ccccn2)cc1 (stereo not drawn)	0%	-2%	·	3%	13	1%	0.5%	·	-1%	21%	1
5	Cc1ccc(NCc2nnc(SCc3ccc(C#N)cc3)n2Cc2ccco2)c(C)c1	-4%	-1%	-2%	-19%	1	-7%	0.1%	6%	-2%	-16%	-2
6	Cc1cc(Oc2ccc(C#N)cc2)nc(N2CCOCC2)n1	6%	-6%	1%	-18%	-17	1%	0.4%	1%	-2%	-10%	?
7	Cc1ccc(C(=O)N/N=C\c2ccc[nH]2)cc1[N+](=O)[O-]	?	1%	·	-16%	-2	1%	0.1%	-4%	4%	5%	23
8	CCCCOc1ccc(Br)cc1CSC(=N)N	?	-1%	-2%	?	-2	-4%	-0.7%	2%	-3%	-70%[inhibitor]	-22
9	N#Cc1ccc(NCC(=O)Nc2ccc3c(c2)OCCO3)cc1	-8%	-17%	0%	14%	0	5%	0.1%	0%	-1%	-8%	19
10	Cc1ccc(S(=O)(=O)NC[C@H]2O[C@@H](n3cnc4c(N)ncnc43)[C@H](O)[C@@H]2O)s1	-7%	0%	·	·	·	-4%	-0.7%	·	-1%	6%	-6
11	Cc1cccc(NC(=S)NCc2cccs2)c1	5%	2%	2%	-1%	0	0%	2.4%	-1%	-1%	-10%	-1
12	O=C(COC(=O)c1ccc(Cl)c(S(=O)(=O)NCc2ccccc2)c1)NCC1CCCO1 (stereo not drawn)	-5%	-4%	4%	1%	-1	1%	-1.0%	-3%	-5%	-28%	9

Three compounds from above, limited to Giardia kill and Menin MLL FP TR.
item | Molecule | Giardia kill | Menin MLL FP TR
1 | O=C(c1n[nH]c2ccccc12)N1CCN(S(=O)(=O)c2ccc(Cl)cc2)CC1 | 15 | ·
2 | Cc1cc(C)nc(N(C#N)Cc2ccccc2)n1 | 21 | -13%
3 | CNC(=O)c1sc2nc(-c3ccc(OC)cc3)cn2c1C | -4 | -7%

(cont.)
No.	structure	Chronic BCR inh	Tb PFK block	GALK inhibitor	Menin MLL FP TR	Coupling enz	ASM inhibitor	B2AR arrestin	PKM2 act	TSG101-PTAP inh	a7 integrin act	Giardia kill
13	CN(C)CCCNC(=S)NCc1ccc(Cl)cc1	8%	5%	1%	-10%	1	6%	-0.7%	-5%	-2%	-5%	9
14	Cc1cccc(S(=O)(=O)Nc2nc3ccccc3nc2Nc2ccc3c(c2)OCO3)c1	3%	-12%	0%	?	9	18%	-2.0%	0%	-2%	23%	8
15	CC(C)(C)NC(=O)COC(=O)c1cc(Br)ccc1Cl	6%	3%	0%	-5%	5	-2%	-0.2%	6%	-2%	10%	22
16	COc1nc2cc(C)ccc2cc1-c1noc(-c2cccnc2)n1	7%	3%	0%	-1%[11.7 µM]	0	·	-0.9%	3%	·	·	·
17	O=C(NCCCN1CCCC1=O)c1cc2ccccc2o1	-2%	1%	·	·	·	0%	0.0%	·	-3%	15%	-14
18	Cc1ccc(NC(=S)N(CCCN(C)C)Cc2cc3cc4c(cc3[nH]c2=O)OCO4)cc1	2%	-3%	4%	1%	0	12%	-0.8%	-3%	0%	4%	-14
19	CCN(C(=O)c1ccc2c(c1)OCO2)C12CC3CC(CC(C3)C1)C2	11%	6%	·	·	·	-5%	-0.3%	·	-2%	-14%	4
20	COc1ccc(/C=C(\NC(=O)c2ccccc2)C(=O)NCc2ccco2)cc1OC	-9%	0%	6%	9%	2	1%	-0.1%	·	-4%	-3%	0
21	COc1ccc(C(=O)N2CCN(S(=O)(=O)c3ccc(Br)cc3)CC2)cc1	3%	-1%	·	·	·	-1%	0.1%	·	-6%	30%	-17
22	Cc1ccc(S(=O)(=O)N2CCCN(C)CC2)cc1	?	0%	0%	-15%	1	0%	-0.2%	·	2%	-4%	-14
23	Cc1csc(NC(=O)CCC(=O)N(CC(=O)NC2CCCC2)c2ccccc2)n1	?	6%	-2%	-27%	4	2%	0.0%	-3%	-3%	7%	-2
24	COc1cc(C(=O)NCC(c2cccs2)N2CCOCC2)cc(Br)c1OCc1ccccc1 (stereo not drawn)	?	0%	·	·	·	-29%	-0.1%	·	-5%	-48%[inhibitor]	27

Continuation:
No.	structure	Chronic BCR inh	Tb PFK block	GALK inhibitor	Menin MLL FP TR	Coupling enz	ASM inhibitor	B2AR arrestin	PKM2 act	TSG101-PTAP inh	a7 integrin act	Giardia kill
25	CCOC(=O)CSc1n[nH]c(NC(=O)c2ccc(F)cc2)n1	0%	2%	0%	10%	4	-2%	-0.2%	1%	-7%	5%[7.66 µM]	-8
26	O=C(Cn1cnc2sc(-c3ccccc3)cc2c1=O)N1CCOCC1	?	-13%	-2%	-22%	1	3%	0.2%	-6%	-4%	18%	7
27	CC(C(=O)OCC(=O)c1cccc([N+](=O)[O-])c1)N1C(=O)C2C3CCC(C3)C2C1=O (stereo not drawn)	-6%	1%	1%	4%	3	3%	-1.0%	5%	-8%	18%	-1
28	Cn1nnnc1SCC(=O)NNC(=O)c1ccc(F)cc1	0%	11%	0%	-10%	2	4%	-0.1%	-1%	-4%	-16%	7
29	Cc1cc(C(=O)CN2C(=O)CCC2=O)c(C)n1Cc1ccccc1	-2%	5%	2%	-2%	1	-2%	-0.4%	-2%	2%	-20%	30
30	Cc1ccc(Cl)cc1NC(=O)COC(=O)C12CC3CC(CC(C3)C1)C2	-14%	0%	-2%&-6%	-1%&1%	-1&0	0%&-3%	-0.8%	-6%&1%	-3%&-1%	7%&-14%	-9&6
31	CC(C)NC(=O)c1cc(-c2cccs2)nc2ccccc12	8%	-2%	2%	8%	5	69%[activator]	0.5%	·	-4%	2%	-7
32	CC1CCN(C(=O)CSc2nnc(-c3cccnc3)o2)CC1	5%	-22%	-2%	·	1	3%	-0.4%	·	-4%	-9%	1
33	CCCc1[nH]n(-c2nc3ccccc3s2)c(=O)c1C=NCC1CCCO1 (stereo not drawn)	?	2%	0%	-7%	-5	3%	5.2%	-10%	-19%	?	-9
34	Cc1ccc(NC(=O)/C=C\C(=O)NCC(=O)O)cc1	0%	10%	0%	4%	0	4%	-0.1%	-3%	0%	-6%	-26
35	CCc1cc(C(=O)N2CCCC(CNC(=O)c3ccc(-c4ccccc4)cc3)C2)no1 (stereo not drawn)	4%	-1%	-2%	?	-1	-2%	-0.5%	-2%	-7%	-36%	-3
36	CC(=O)c1cccc(OCc2cc(C(=O)NCc3nc(C)c(C)s3)no2)c1	-1%	-4%	8%	·	·	0%	0.1%	-5%	·	3%	-11
37	COCCN(CC(=O)Nc1cc(Cl)ccc1-n1cncn1)Cc1nc2ccccc2c(=O)[nH]1	-5%	-5%	·	·	·	0%	-0.2%	·	-1%	-2%	-15
38	COc1ccccc1-n1ccnc(SCC(=O)NCCc2ccccc2)c1=O	?	2%	·	·	·	·	0.2%	·	-4%	-16%	-8
39	CN(Cc1ccccc1)C(=O)c1[nH]cnc1C(=O)Nc1nccs1	?	-9%	·	·	·	2%	0.1%	·	0%	21%	-4
